TLR9-MyD88 block: inhibitors of TLR9-MyD88 association in cells, primary screen, cell-based, CHO, BLA complementation, fluorescence | Toll-like receptor 9 (Homo sapiens) + Myeloid differentiation primary response protein … | CCF4 FRET ratio | inhibition, % at 4.98 µM | 0.21% of 340,000 active | AID 504734, 2011;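 active = inhibition above the mean over all tested compounds plus 3 SD, cut at about 21% in these data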;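 note: 0% = DMSO only wells and 100% = clavulanate BLA inhibitor control wells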
Target sequence (Q99836 whole entry, looked up): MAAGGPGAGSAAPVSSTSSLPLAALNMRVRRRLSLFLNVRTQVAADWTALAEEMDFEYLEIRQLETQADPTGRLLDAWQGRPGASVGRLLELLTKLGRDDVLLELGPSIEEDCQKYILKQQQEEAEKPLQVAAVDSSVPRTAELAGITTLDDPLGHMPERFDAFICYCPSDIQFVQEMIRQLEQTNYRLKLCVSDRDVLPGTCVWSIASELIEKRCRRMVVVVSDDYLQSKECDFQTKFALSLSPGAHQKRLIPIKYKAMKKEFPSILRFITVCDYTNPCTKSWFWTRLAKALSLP
Target sequence (Q9NR96 whole entry, looked up): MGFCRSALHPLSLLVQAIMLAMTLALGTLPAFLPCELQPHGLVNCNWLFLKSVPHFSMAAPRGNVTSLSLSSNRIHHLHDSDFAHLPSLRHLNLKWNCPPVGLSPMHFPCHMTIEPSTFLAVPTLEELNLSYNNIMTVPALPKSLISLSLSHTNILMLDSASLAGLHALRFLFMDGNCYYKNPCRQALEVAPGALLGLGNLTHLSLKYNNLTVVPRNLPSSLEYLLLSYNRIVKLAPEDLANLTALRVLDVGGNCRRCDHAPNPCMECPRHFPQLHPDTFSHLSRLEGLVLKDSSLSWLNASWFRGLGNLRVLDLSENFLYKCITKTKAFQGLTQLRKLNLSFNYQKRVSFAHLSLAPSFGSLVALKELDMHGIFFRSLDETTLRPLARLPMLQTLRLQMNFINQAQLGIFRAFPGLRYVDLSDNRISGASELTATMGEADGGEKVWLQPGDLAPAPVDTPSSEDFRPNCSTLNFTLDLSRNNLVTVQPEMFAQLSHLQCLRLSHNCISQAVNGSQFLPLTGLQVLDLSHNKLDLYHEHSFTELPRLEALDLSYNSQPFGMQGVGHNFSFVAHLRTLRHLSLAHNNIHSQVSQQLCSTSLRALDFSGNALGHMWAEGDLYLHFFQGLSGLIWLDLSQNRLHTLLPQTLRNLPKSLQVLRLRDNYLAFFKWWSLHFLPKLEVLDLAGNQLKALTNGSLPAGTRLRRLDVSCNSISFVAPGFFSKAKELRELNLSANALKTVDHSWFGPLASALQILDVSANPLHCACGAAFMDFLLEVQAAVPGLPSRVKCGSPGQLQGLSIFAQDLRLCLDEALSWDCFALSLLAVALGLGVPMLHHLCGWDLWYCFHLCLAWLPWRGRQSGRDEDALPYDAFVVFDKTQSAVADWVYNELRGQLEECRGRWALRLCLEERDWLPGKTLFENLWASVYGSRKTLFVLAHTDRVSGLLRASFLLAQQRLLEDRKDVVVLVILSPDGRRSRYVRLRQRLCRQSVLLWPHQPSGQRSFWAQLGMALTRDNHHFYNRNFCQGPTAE
NOD2 RIPK2 PPI: NOD2-RIPK2 binding disruptors in cells, primary screen, fluorescence, CHO cells, BLA complementation | Receptor-interacting serine/threonine-protein kinase 2 (Homo sapiens), O43353 | CCF4 ratio | inhibition, % at 4.98 µM | 0.38% of 360,000 active | AID 624267, 2012; in the data active = inhibition above about 21%;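 note: 0% = vehicle only and 100% = reference blocker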
Vif imaging: HIV Vif self-association inhibitors, primary screen, imaging, HEK293T, single point. inhibition, % at 7.49 µM. HEK293T cells, Vif self-association by quenched fluorescence, 24 h. 0.35% of 340,000 active; in the data active = inhibition above about 50%, passing the limit was not always enough; note: some results filed as inactive read as strong as hits
TRAIL sens C8: viability loss with TRAIL in NB7+C8 cells, primary screen, TRAIL sensitizer project, cell-based, ATPlite luminescence. AID 624354, 2012. inhibition (viability loss, TRAIL sensitization), % at 10 µM. 1% of 360,000 active;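 active = compounds causing at least 50% loss of cell viability in the single-dose screen, relative to plate controls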
LMP1 NFkB inh: EBV LMP1-driven NF-kappaB luciferase reporter inhibitors, primary screen, cell-based, luminescence, single point; inhibition, % at 12.5 µM; LMP1-induced NF-kappaB luciferase reporter cells; 0.69% of 350,000 active; in the data active = inhibition above about 41%;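 note: 0% = neutral control wells and 100% = reference inhibitor control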
NR5A2 inv ag: LRH-1 (NR5A2) inverse agonists, primary screen, cell-based, luminescence, HEK293T, StAR-luciferase reporter; Nuclear receptor subfamily 5 group A member 2 (Homo sapiens), O00482; LRH-1 transfected, 24 h; inhibition, % at 3.6 µM; 0.13% of 360,000 active; AID 602396, 2012;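 active = inhibition above the mean inhibition of all tested compounds plus 3 SD, cut at about 73% in these data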;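 note: 0% = DMSO wells and 100% = reporter-only cells lacking LRH-1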
NCOA2 inhibitor: inhibition of GAL4-SRC2 driven luciferase reporter, primary screen, SRC2 inhibitor project, cell-based, luminescence | HEK293 GAL4-SRC2 luciferase reporter | inhibition, % at 9 µM | 0.17% of 370,000 active | AID 651957, 2012;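 active = inhibition above the mean inhibition of all tested compounds plus 3 SD, set per campaign, cut at about 52% in these data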;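 note: 0% = DMSO treated cells and 100% = cells given Gossypol at 36 µM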
TROY NFkB inh: inhibitors of TROY-driven NF-kB signaling, primary screen, Q293 LMP1-TROYcd cells, NF-kB luciferase, uHTS; 0.98% of 360,000 active; inhibition, % at 10 µM; Q293 LMP1-TROYcd NF-kB luciferase reporter, 4 h;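 active = compounds whose plate-normalised and pattern-corrected inhibition of the luciferase reporter signal at the single screening dose is 50% or more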
NCOA3 inh: SRC3 coactivator transcriptional activity inhibitors, primary screen, cell-based, luminescence; HEK293 GAL4-SRC3 luciferase reporter; inhibition, % at 3.6 µM; Nuclear receptor coactivator 3 (Homo sapiens), Q9Y6Q9; 0.17% of 360,000 active;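 active = inhibition above a per-campaign cutoff, the mean of all compounds plus 3 SD, cut at about 60% in these data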;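 note: 0% = DMSO-treated cells and 100% = gossypol-treated cells at 36 µM; higher means less SRC3-driven luciferase light from the GAL4 reporter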
NCOA1 inh: SRC1 coactivator transcriptional activity inhibitors, primary screen, cell-based, luminescence; HEK293 GAL4-SRC1 luciferase reporter; inhibition, % at 3.6 µM; 0.12% of 360,000 active; AID 588354, 2011;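 active = inhibition above the campaign mean plus 3 SD, with each screening campaign given its own cutoff, cut at about 60% in these data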;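 note: 0% = DMSO treated cells and 100% = gossypol at 36 µM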
NR2F2 inh: NR2F2 transcriptional activity inhibitors, primary screen, cell-based, luciferase reporter, HEK293T, luminescence | HEK293T NGFI-A luciferase reporter | inhibition, % at 8.6 µM | 0.7% of 370,000 active | AID 686940, 2013;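 active = inhibition above a per-plate cutoff, mean inhibition of test wells between control levels plus 3 SD, cut at about 38% in these data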;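 note: cells cotransfected with COUP-TFII expression vector driving the NGFI-A reporter; 0% = median of COUP-TF2 test wells and 100% = reporter-only cells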
Starred values were filed as active, the others as inactive; . = no result given; & = joins results of further samples; ! = not active in a repeat. An excerpt; rates above refer to the full screens.

SMILES	TLR9-MyD88 block	NOD2 RIPK2 PPI	Vif imaging	TRAIL sens C8	LMP1 NFkB inh	NR5A2 inv ag	NCOA2 inhibitor	TROY NFkB inh	NCOA3 inh	NCOA1 inh	NR2F2 inh
COc1cc(OC)c2c(c1)OC(=O)CC2c1ccc2c(c1)OCO2 (stereo unspecified)	-5	-5	-3	-14	1	-38	17	-6	8	6	25
COc1cccc(NC(=O)CN(C)C(C)C(=O)Nc2ccc(S(=O)(=O)N3CCOCC3)cc2)c1 (stereo unspecified)	-3	1	4	10	-8	6	-14	-11	-2	4	-1
C=CCSc1nnc(-c2sc(-c3ccccc3)nc2C)n1C	-4	1	0	0	-2	-41	-36	-27	-20	-80	-19
O=C(CCl)Nc1ccc(S(=O)(=O)Nc2nccs2)cc1	6	1	-12	-24	3	5	4	4	-13	-5	14
COCCNC(=O)C1(C)CCCN(Cc2cc(-c3ccccc3)nn2C)C1 (stereo unspecified)	.	-8	1	-11	.	13	7	2	9	6	4
N#Cc1nc(-c2ccc(F)cc2)oc1NCc1ccco1	1	6	11	3	0	-10	-27	-28	3	0	0
CSCCC(NC(=O)C1CCCCC1)c1nc2ccccc2[nH]1 (stereo unspecified)	.	4	1	-6	.	3	-36	9	3	8	2
Cc1ccc(C2N(c3cccc(Cl)c3)C(=O)N3CCCN23)cc1 (stereo unspecified)	0	-1	-4	9	2	18	-13	-27	15	3	6
O=C(O)CC/C(=N\Nc1ccc(S(=O)(=O)N2CCCC2)cc1[N+](=O)[O-])c1cccs1	-6	-1	1	35	11	-2	-6	34	22	12	14
O=[N+]([O-])c1ccc(Cc2ccccn2)c([N+](=O)[O-])c1	0	-14	-4	-6	-7	-4	-18	-5	19	24	9

Brought forward from above: two entries; new compounds follow.
SMILES	TLR9-MyD88 block	NOD2 RIPK2 PPI	Vif imaging	TRAIL sens C8	LMP1 NFkB inh	NR5A2 inv ag	NCOA2 inhibitor	TROY NFkB inh	NCOA3 inh	NCOA1 inh	NR2F2 inh
O=C(O)CC/C(=N\Nc1ccc(S(=O)(=O)N2CCCC2)cc1[N+](=O)[O-])c1cccs1	-6	-1	1	35	11	-2	-6	34	22	12	14
O=[N+]([O-])c1ccc(Cc2ccccn2)c([N+](=O)[O-])c1	0	-14	-4	-6	-7	-4	-18	-5	19	24	9
CCCCSC1(SCCCC)N=C(N)C2(C#N)C(c3ccccc3)NC(C)=C(C)C12C#N (stereo unspecified)	-6	5	5	1	-5	20	15	1	1	-14	-14
O=C(Nc1ccccn1)c1ccc(=O)[nH]n1	-13	4	0	-7	-5	-7	-28	-13	-6	0	4
CC1CN(C(=O)c2cc(Br)c(Br)s2)CC(C)O1 (stereo unspecified)	0	-13	-1	-5	-2	3	-1	4	9	-1	-11
Cc1cc(=O)nc2c3ccccc3n(CC(=O)NCCC3=CCCCC3)n12	-25	2	-4	2	-3	9	10	6	-9	12	0
CSc1ccccc1-c1nnc(-c2ccc(Cl)c(Cl)c2)o1	7	-8	29	-4	-46	-15	-16	-49	7	-17	-6
Cc1cc2c(N=NC(=O)C3CC3c3ccccc3)c(O)[nH]c2cc1Br (stereo unspecified)	2	14	-14	-2	9	-5	17	-9	12	12	16
CCc1cc(=O)oc2cc(C)cc(OCC(=O)NCC(O)c3ccccc3)c12 (stereo unspecified)	0	-5	-1	-14	2	9	-13	1	-1	-4	2
Cn1c(N)c(C(=O)Nc2c(Cl)cccc2Cl)sc1=S	-1	0	-9	-24	-6	-1	7	5	9	-29	9
Cc1c(N/C=C/C(=O)c2cccs2)c(=O)n(-c2ccccc2)n1C	5	-9	4	-7	-29	7	-14	-33	-16	-26	4
CCCCn1c(=O)[nH]c(=O)c2c1nc(-c1ccc(-c3ccccc3Br)o1)n2CC	3	-11	2	3	-5	2	-8	2	14	-37	-2
CCCCOc1ccc(-c2cnc3ccccc3n2)cc1	0	1	.	28	16	-175	-36	52*	-86	-91	-40
Cc1c(C)c2ccc(OCC(=O)Nc3cccnc3)cc2oc1=O	-2	-3	-7	7	7	11	-83	-11	0	-24	-7
COc1cccc(NC(=O)CN(C)C(=O)C2CC3C=CC2C3)c1 (stereo unspecified)	-22	-1	-3	-2	-1	11	0	1	-4	16	10
CC1=Nc2ccc(C)cc2/C1=C/c1c(N)n2oc(C)cc2nc1=O	21*!	55*	-6&22	-4&-4	6&11	4&-3	5&6	-5&3	3&12	1&2	1&-1
COc1ccc(S(=O)(=O)NC(C)C(=O)NCc2ccc3c(c2)OCO3)cc1OC (stereo unspecified)	-4	4	-9	-7	-3	4	-13	-20	-17	-2	6
COC(=O)c1ccccc1NC(=O)C/C(C)=N/NC(=O)CC#N	9	5	-6	-8	-13	16	2	9	6	11	1
COc1ccc(S(=O)(=O)NCC2CCC(C(=O)NCC(OC)OC)CC2)cc1 (stereo unspecified)	-71	-4	-22	-6	2	4	-26	-7	0	-2	5
COc1ccc(S(=O)(=O)N2CCCCCC2)cc1C(=O)OCc1cccc(OC)c1OC	-4	-1	-8	9	46*	-4	4	21	5	10	17
COc1ccccc1N(CC(=O)Nc1ccc(F)c(F)c1)S(C)(=O)=O	7	-6	-9	14	-5	27	-2	4	19	-31	4
COc1ccc(C(C(=O)NC2CCCCC2)N(C(=O)c2ccco2)c2ccccc2OC)cc1 (stereo unspecified)	2	-8	-4	-9	4	7	18	-16	1	-12	0
COC(=O)C1=C(N)OC2=C(C(=O)CCC2)C1c1cccnc1 (stereo unspecified)	-2	-11	-2	1	4	15	4	-2	15	-16	-25
CC1=N/C(=C/c2cccnc2)C(=O)O1	-1	-9	2	5	-1	-7	0	11	13	-5	1
Cn1c(SCC(=O)NCC2CCCO2)ncc(C(=O)Nc2ccc(Cl)cc2)c1=O (stereo unspecified)	-4	-8	-3	15	-22	-13	5	-7	-34	-15	-13
CCCCOc1ccc(C(=O)NCc2ccco2)cc1	-14	-2	0	4	-6	-13	-29	-27	-6	-13	-2
COc1ccc2nc3sc(C(=O)NCCCN4CCc5ccccc5C4)cc3cc2c1	7	0	-12	17	-7	-11	-78	-80	-40	-29	-6
Cc1ccc(C(C(=O)NC(C)(C)C)N(Cc2cccs2)C(=O)c2csnn2)cc1 (stereo unspecified)	-1	5	-9	6	-2	-12	-2	-1	0	-2	14
O=C(CN1CCN(c2ccccc2)CC1)Nc1nccs1	3	-2	-2	-8	-3	-1	8	-20	3	-10	27
O=C(NCCCc1nc2ccccc2[nH]1)c1ccc(F)cc1	-2	-1	-2	-27	-6	5	-1	2	2	1	0
Cc1cccnc1NC(=S)NC(=O)/C=C/c1ccco1	-6	-4	8	8	21	-64	-61	-3	-78	-66	-36
S=c1[nH]cc(-c2ccc(Cl)cc2)n1-c1ccccc1	-5	-7	-10	9	-11	19	-10	-26	14	-35	-8
CC(C)(C)c1ccc(OC2=CS(=O)(=O)c3ccccc32)cc1	3	4	12	7	-32	-20	-8	-30	-63	-88	-26
O=C(Nc1nnc(COc2ccccc2)s1)C1CCN(S(=O)(=O)c2ccc(Cl)cc2)CC1	3	2	-1	7	-9	7	-14	-5	2	13	16
O=[N+]([O-])c1c(NCCCO)cc(Sc2nc3ccccc3s2)c2nonc12	40*	92*	32	-4	2	7	.	-9	10	-20	.
Cc1ccc(S(=O)(=O)N2CC3C(=O)C[C@@H](c4ccccc4)N(S(=O)(=O)c4ccccc4Cl)C3CC2c2ccccc2)cc1 (stereo partly specified)	.	-7	.	2	.	12	-18	.	.	.	18
CCCCCCCCCCCCCCCC(O)C[N+](C)(C)CCO (stereo unspecified)	-7	-3	14	92*	-7	9	8	2	4	4	9
CC(C(=O)Nc1ccc(S(=O)(=O)N2CCCC2)cc1)N(C)CC(=O)Nc1cccc(F)c1 (stereo unspecified)	-1	-1	4	-6	-2	40	1	2	12	4	1
Cc1onc(-c2c(Cl)cccc2Cl)c1C(=O)NC(=S)N1CCOCC1	-2	-6	4	10	2	-4	-35	14	-6	9	8
O=S(=O)(NCC(O)c1ccccc1)c1ccc(-c2ccccn2)s1 (stereo unspecified)	3	-6	-14	8	4	16	-2	5	2	-11	8
CCCN1CCN(C(=O)Nc2cccc(C(F)(F)F)c2)CC1	0	-8	-10	-3	-1	7	-17	12	13	-1	6
CC(OC(=O)CCCc1nc2ccccc2s1)C(=O)NC(N)=O (stereo unspecified)	5	-11	-5	-8	0	5	-6	14	-11	-11	-7
Cc1ccc(-c2nnn(CC(=O)N(c3cccc(F)c3)C(C(=O)NC3CCCC3)c3ccncc3)n2)o1 (stereo unspecified)	-7	-6	9	-3	7	3	10	-7	-15	-2	11
O=C(c1ccc[nH]1)N1O[C@@H]2C=C[C@H]1C2	1	2	7	5	-2	-29	-16	10	1	-6	-6
COc1ccc(C(=O)Nc2cccc(-c3ccc4nncn4n3)c2)cc1	1	-13	1	18	-2	-4	-5	-23	-16	-17	24
CC(=O)c1ccc(NC(=O)CSc2ccsc2[N+](=O)[O-])cc1	-1	-5	.	11	-18	-69	-47	-17	-48	-47	-15
CC(NC(=O)c1cn(C)c2ccc(S(=O)(=O)N3CCCC3)cc2c1=O)c1ccc2c(c1)OCCO2 (stereo unspecified)	-6	3	.	-7	-2	2	14	-7	5	1	0
CNc1nc(-c2ccc3c(c2)CCN3S(=O)(=O)c2ccccc2)c(C)s1	-1	-4	-3	-3	5	-12	-5	10	0	4	14
Cc1oc(C(C)(C)C)cc1C(=O)Nc1cccc(/C=C/C(=O)O)c1	6	0	15	4	1	-14	1	-17	-8	-23	8
CCOC(=O)N1CCC(=NNc2ccc(S(=O)(=O)N3CCOCC3)cc2[N+](=O)[O-])CC1	-3	9	-2	-13	5	-14	16	-2	12	-51	3
Cn1c(=O)oc2cc(S(=O)(=O)N3CCC(C(=O)N4CC=C(c5ccccc5)CC4)CC3)ccc21	4	7	-2	2	12	-10	-6	19	-11	2	8
O=C(Nc1cccc(C(F)(F)F)c1)c1ccc2sc([C@@H]3O[C@H](CO)[C@H](O)[C@H](O)[C@H]3O)nc2c1	.	-6	0	9	.	-7	-11	-23	-11	-12	-23
O=C(COc1ccc(Br)cc1)NCCCN1CCCC1=O	1	1	2	-12	-2	15	-4	-1	-5	-18	-4
O=C(c1cccc(S(=O)(=O)N2CCCCCC2)c1)N1CCN(c2ccccc2)CC1	-6	0	-7	-1	5	-1	-8	11	10	3	5
Cc1ccsc1C(=O)Nc1ccc(C(=O)O)cc1	4	-4	3	-2	4	7	-14	-9	17	-11	-4

Screening data from PubChem.
